Screening results (PubChem)
mcGAS lum = inhibitors of mouse cGAS. Q8C6L5. recombinant cGAS, Kinase-Glo ATP depletion luminescence. inhibition, % at 12.5 µM. 160,000 tested, 0.15% active;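 note: 0% = negative control wells and 100% = reference inhibitor with no enzyme activity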
hcGAS inh = inhibitors of human cGAS. Q8N884. recombinant h-cGAS, ATP depletion, Kinase-Glo luminescence. inhibition, % at 12.5 µM. 290,000 tested, 0.081% active;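 note: 0% = vehicle reaction and 100% = reaction without DNA for no activity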
Target sequence (Q8N884 whole entry, looked up): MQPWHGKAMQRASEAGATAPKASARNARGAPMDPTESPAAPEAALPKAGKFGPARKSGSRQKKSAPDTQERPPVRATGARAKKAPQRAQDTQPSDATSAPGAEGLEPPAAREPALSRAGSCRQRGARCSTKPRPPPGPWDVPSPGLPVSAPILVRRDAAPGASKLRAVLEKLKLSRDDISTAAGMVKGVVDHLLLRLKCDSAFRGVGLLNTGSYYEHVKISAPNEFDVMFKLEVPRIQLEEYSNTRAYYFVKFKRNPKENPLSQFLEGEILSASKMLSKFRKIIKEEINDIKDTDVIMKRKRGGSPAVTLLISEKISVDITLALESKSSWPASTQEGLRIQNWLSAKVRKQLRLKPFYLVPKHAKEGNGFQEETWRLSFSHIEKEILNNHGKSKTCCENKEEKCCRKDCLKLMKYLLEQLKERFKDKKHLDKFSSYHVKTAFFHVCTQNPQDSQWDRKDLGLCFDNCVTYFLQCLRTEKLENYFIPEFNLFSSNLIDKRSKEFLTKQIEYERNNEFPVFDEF
NPYLR7 agonist = mosquito NPYLR7 agonism | HEK293T NPYLR7/Galpha15, GCaMP6s calcium fluorescence | activation, % at 10 µM | 270,000 tested, 0.15% active; in the data active = activation above about 40%;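 note: 0% = vehicle and 100% = reference agonist at the receptor; some compounds past the cut are filed as inactive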
The depositor's hits bear a star; . = not tested or not shown; & = joins results of further samples. Cut-off read from the data, not from the text of the source, unless noted: active = inhibition above about 40%; inactive = the rest.

SMILES	mcGAS lum	hcGAS inh	NPYLR7 agonist
Cc1ccc2[nH]nc(C(=O)N3CCCC4(CCNC4)C3)c2c1 (stereo not given)	.	-7	-1
CN(C)CC1(O)CCN(C(=O)c2[nH]cnc2-c2ccccc2)C1 (stereo not given)	-10	-8	4
Cc1occc1CN(C)C(=O)Nc1ccc(=O)n(C)c1	.	-3	0
O=S(=O)(Nc1nccnc1N1CCN(S(=O)(=O)c2ccc3c(c2)OCCO3)CC1)c1ccc2c(c1)OCCO2	-4	-6	18
COc1ccc(NC(=O)CN2CCOCC2c2ccccc2)cc1 (stereo not given)	.	-6	-24
O=C(CCl)Nc1ccccc1[N+](=O)[O-]	0	-7	0
Cn1nccc1C(=O)N1CCCC(C(=O)c2ccc3c4c(cccc24)CC3)C1 (stereo not given)	0	4	10
CN(C)C1CCN(C(=O)c2cnn(-c3nccc(-c4cc5ccccc5o4)n3)c2C2CC2)C1 (stereo not given)	.	-10	15
CN(CCc1noc(C2CC2)n1)C(=O)c1ccc2cccc(F)c2n1	.	1	2
Brc1cnn(-c2nc(N3CCOCC3)nc(N3CCOCC3)n2)c1	.	-5	4
Cc1nonc1N1CCN(Cc2nc(-c3ccc(C(F)(F)F)cc3)no2)CC1	-11	-10	18
COC(=O)c1ccc(-c2noc(CN3CCCN(c4ccccc4)CC3)n2)cc1	-16	-8	13
Cn1c(SC2CCCCCC2=O)nnc1-c1ccc(C(C)(C)C)cc1 (stereo not given)	.	-14	4
COc1ccc(C2c3cc(OC)c(OC)cc3CCN2C(=O)C2(c3ccc(Cl)cc3)CCCC2)cc1OC (stereo not given)	2	2	4
COCCN(Cc1cccc(OS(=O)(=O)c2ccc(OC)cc2)c1)C(=O)Nc1ccccc1OC	1	3	10
CCNC(=S)N(CCOC)Cc1c(-c2ccc(F)cc2)noc1N(CC)CC	-5	-4	17
CC1(C(=O)Nc2cccc(NS(C)(=O)=O)c2)CCN1Cc1csc2ccccc12 (stereo not given)	.	-4	-4
Cc1ccc(NC(=O)CC(=O)N2CCC(C(O)CC(C)C)CC2)cc1Cl (stereo not given)	.	-5	5
CC/C=C\CCCN1CCC2(CC1)CNC(=O)C2	.	-10	3
CC(Sc1nc2ccsc2c(=O)n1C)C(=O)NC1CCCC1 (stereo not given)	-7	-12	5
COC1(CNC(=O)c2nnn(-c3ccccc3)c2C)CCOCC1	.	-6	2
Clc1cccc(CNc2ccc3nccnc3n2)c1	.	0	-1
Cc1ccc(-c2cc(NS(=O)(=O)c3ccccc3)n(C3CCS(=O)(=O)C3)n2)cc1 (stereo not given)	-8	-6	0
C/C=C(\C)C(=O)N1CCC(c2cn(Cc3cccc(F)c3)c3ccccc23)CC1	-7	-2	21
CCOc1nc(-c2cccs2)n(-c2ccc(NC(=O)c3ccc(F)cc3)cc2)n1	-3	3	.
O=C(Nc1ccc(-c2nc3cc(Cl)ccc3o2)cc1)C1CCC1	-4	-3	1
Cc1cc(C(=O)N(CCCN(C)C)c2nc3c(C)ccc(Cl)c3s2)no1	-4	-8	2
CC1=NNc2nc3c(c(=O)n(CC=Cc4ccccc4)c(=O)n3C)n2C1C (stereo not given)	.	-3	6
Cc1nnc(SC(C)c2nnc(C(F)(F)F)o2)s1 (stereo not given)	.	-6	4
CCOCCN1CCN(C(=O)CCc2ccc(-c3ccc(F)cc3)n2-c2ccc(NC(C)=O)cc2)CC1	-9	-8	0
COc1cc(C(=O)N2CCC3(CC2)C(=O)NCCN3C)nc(OC)n1	-15	-2	6
CCOC(=O)c1nn(-c2ccc(F)cc2)c(=O)c2c(NC(=O)CCCCl)scc12	-6	-3	0
CC(=O)[C@H]1CC[C@H]2[C@@H]3CCC4=CC(=O)CC[C@]4(C)[C@H]3CC[C@]12C	-5	1&-3&-9	-13&-7&1
CC(=O)N1c2ccccc2N=C2CC(C)(C)CC(=O)C2C1c1cccc(Br)c1 (stereo not given)	-8	-2	2
Cc1ccc(CN(CCN(C)C)C(=O)c2cnc3ccccn23)s1	.	-5	15
Cc1sc(-c2ccccc2N)nc1-c1ccc(F)cc1F	.	2	-6
CN(C)c1nc(Oc2ccc(=O)[nH]n2)nc(N2CCOCC2)n1	.	-7	-2
CC(NC(=O)/C=C/c1cccnc1)c1cccc(Br)c1 (stereo not given)	.	-6	2
Cc1cc(-c2cc(C3CCN(C(=O)C4CC(=O)C4)C3)ccn2)ccc1F (stereo not given)	-16	-5	5
Cn1nc(C(C)(C)C)cc1NC(=O)C1CCCN(C2=NS(=O)(=O)c3ccccc32)C1 (stereo not given)	.	-6	8
COc1cn2c(cc1=O)C(=O)N(CCNC(=O)c1ccc3c(c1)OCO3)CC2	.	-11	11
Cc1ccc(-c2nc(C(=O)N3CCN(C(=O)NC4CCCCC4)CC3)cs2)c(C)c1	.	-10	2
Cc1ccc(NC(=O)C2CSCN2C(=O)c2ccoc2C)c(C)c1 (stereo not given)	.	-10	12
COc1ccc2cc(C(=O)NCC(=O)N(C)C)ccc2c1	.	-2	-2
O=C(c1ccc(F)c(F)c1)N1CCN(S(=O)(=O)c2cccs2)CC1	.	-2	-1
O=C(Oc1ccc2oc(=O)cc(-c3cc4ccccc4o3)c2c1)N1CCOCC1	-6	-3	2
COCC1N(C(=O)c2cnccn2)C2CCC1(O)CC2 (stereo not given)	-9	-5	32
Cc1ccn2c(=O)nc(SCc3cccc(C(F)(F)F)c3)nc2c1	-9	-8	-1
CCc1cc(N2C[C@H](NC(=O)CNC)[C@@H](C3CC3)C2)nc(N(C)C)n1	-4	-5	.
CCOc1ccc(CN2C[C@H](N(C)C)C[C@H]2C(=O)OC)cc1Cl	-9	1	6
O=C(CSc1nc2c(cnn2CCO)c(=O)[nH]1)Nc1cc(C(F)(F)F)ccc1Cl	.	-1	8
CNC(=O)[C@@H]1C[C@H](N)CN1Cc1nccn1-c1ccc(OC)cc1	-1	-3	7
C=CCCC(O)CN(CCc1nc(-c2ccc(Br)cc2)no1)Cc1ccco1 (stereo not given)	-3	-9	5
CCC(=O)Nc1ccc(N(C)C)c(CN(CCOC)C(=O)c2cccc(F)c2)c1	-4	4	4
O=C(Cn1ncccc1=O)Nc1cccnc1	.	5	4
Cc1cccc(Cn2c(=O)c(C(=O)NCC3CC3)nn(-c3ccc(C)c(C)c3)c2=O)c1	-6	-5	15
Cc1c(C(=O)NCc2ccc(F)cc2)sc(=O)n1Cc1ccc(F)c(Cl)c1	.	-1	12
Cc1ccc(-c2nc(CN(C)Cc3ccsc3)cs2)o1	.	-17	7
CC(NC(=O)C1CCN(S(=O)(=O)c2cc(Cl)ccc2Cl)CC1)C1CC1 (stereo not given)	-6	-4	12
CCCc1[nH]n(-c2ccc(Cl)c(Cl)c2)c(=O)c1/C=C1\NC(=O)N(Cc2ccc(C)cc2)C1=O	-9	-2	56*

Quoted from the listing.
In hcGAS inh, Cc1ccc(-c2nc(CN(C)Cc3ccsc3)cs2)o1 has the entry -17
In NPYLR7 agonist, C=CCCC(O)CN(CCc1nc(-c2ccc(Br)cc2)no1)Cc1ccco1 (stereo not given) has the entry 5

Carrying on:
SMILES	mcGAS lum	hcGAS inh	NPYLR7 agonist
Cc1ccc(S(=O)(=O)N2CCOCC2)cc1NC(=O)CCc1ccc(Cl)s1	.	-4	6
O=C(Nc1ccc2c(c1)OCO2)NC1CC(=O)N(CCc2ccccc2)C1 (stereo not given)	.	-5	19
Cc1cc(F)ccc1S(=O)(=O)Nc1cc(-c2ccccc2)on1	.	-8	0
O=C(CSc1nnc(NC(=O)c2ccc(Cl)cc2Cl)s1)c1ccc(F)cc1	-3	-4	6
Cc1nc2ccccn2c(=O)c1NC(=O)c1cccc([N+](=O)[O-])c1	.	-17	4
O=C(Cc1ccc(Cl)cc1)NCCc1csc2nc(-c3cccc(F)c3)nn12	-7	-3	18
Cc1ccccc1Cn1c(=O)c(C(=O)N2CCCC2)nn(-c2ccc(F)cc2)c1=O	-5	-5	.
O=C(NN=C1CCCC1)NC1CCCCC1	.	-6	0
Cc1cc(S(=O)(=O)N2CCCc3cccc(F)c32)sc1C(=O)O	-3	-14	-2
Cc1cccc(Cn2cc(C(=O)O)c(S(=O)(=O)N3CCOCC3)n2)c1	.	-1	-8
CCc1[nH]n(-c2ccc(Cl)c(Cl)c2)c(=O)c1C1=C(N(C)CC)C(=O)N(c2cccc(C)c2)C1=O	1	1	-19
O=C(Cn1ncc2ccccc2c1=O)NCC1(c2ccccc2)CCC1	.	-16	11

Rewritten with two lines to a compound: part of the list above.
Results follow in this order: mcGAS lum	hcGAS inh	NPYLR7 agonist
Cc1ccc(S(=O)(=O)N2CCOCC2)cc1NC(=O)CCc1ccc(Cl)s1
→ .	-4	6
O=C(Nc1ccc2c(c1)OCO2)NC1CC(=O)N(CCc2ccccc2)C1 (stereo not given)
→ .	-5	19
Cc1cc(F)ccc1S(=O)(=O)Nc1cc(-c2ccccc2)on1
→ .	-8	0
O=C(CSc1nnc(NC(=O)c2ccc(Cl)cc2Cl)s1)c1ccc(F)cc1
→ -3	-4	6
Cc1nc2ccccn2c(=O)c1NC(=O)c1cccc([N+](=O)[O-])c1
→ .	-17	4

Quoted at random: six records from the list, in no set order.
SMILES	mcGAS lum	hcGAS inh	NPYLR7 agonist
Cc1ccc(S(=O)(=O)N2CCOCC2)cc1NC(=O)CCc1ccc(Cl)s1	.	-4	6
Cc1nc2ccccn2c(=O)c1NC(=O)c1cccc([N+](=O)[O-])c1	.	-17	4
O=C(CSc1nnc(NC(=O)c2ccc(Cl)cc2Cl)s1)c1ccc(F)cc1	-3	-4	6
O=C(Cn1ncc2ccccc2c1=O)NCC1(c2ccccc2)CCC1	.	-16	11
O=C(Nc1ccc2c(c1)OCO2)NC1CC(=O)N(CCc2ccccc2)C1 (stereo not given)	.	-5	19
Cc1cc(F)ccc1S(=O)(=O)Nc1cc(-c2ccccc2)on1	.	-8	0

(list continues)
SMILES	mcGAS lum	hcGAS inh	NPYLR7 agonist
O=C1C2C3C=CC(C3)C2C(=O)N1c1ccc2c(c1)CCC2 (stereo not given)	-6	-2	-10
CC(C)(C)OC(=O)NCCCCCC(=O)N1CCC(c2ccccc2)CC1	0	0	-11
COCCCN(CC(=O)N(CCc1c[nH]c2ccccc12)Cc1ccc(C)cc1)C(=O)Nc1ccccc1Br	0	-6	-8
Cc1ccc(CN2CCN(c3cc(C4CCNCC4)nc(C)n3)CC2=O)cc1	.	-6	-1
FC(F)Oc1ccc(N=Cc2ccsc2)cc1	.	-2	-6
CC(C)CCNc1ncnc2c1sc1nc(N3CCOCC3)c3c(c12)CC(C)(C)OC3	.	-7	12
CCCN1CC=C2C(C#N)C(=N)C(C#N)(C#N)C(c3ccsc3)C2C1 (stereo not given)	-2	4	16
COCCOc1cccc(NCc2ccccc2C)c1	.	4	-1
N#CC1=C(c2ccccc2)N=P(N2CCOCC2)(N2CCOCC2)N=C1N1CCOCC1	-4	5	-1
CC(c1cccc(NC(=O)c2ccccc2)c1)N(C)C(=O)C1Cc2ccccc2O1 (stereo not given)	.	-7	9
O=C(O)c1c(F)ccc(S(=O)(=O)NC2CC2)c1F	-7	-6	0
CS(=O)(=O)Oc1ccccc1CN(Cc1ccco1)C(=O)c1cccc(F)c1	-7	-6	-5
CC(C)C(=O)N1CCSC1c1ccc(Cl)cc1Cl (stereo not given)	-4	-8	12
FC(F)(F)c1ccc(/C=N\Nc2nc(N3CCOCC3)nc(N3CCOCC3)n2)cc1	.	-3	-5
Cc1cc(C(C)(C)C)cc(C)c1CNc1ccccc1CS(C)(=O)=O	.	-9	8
Nc1cc(-c2cccc(C(F)(F)F)c2)nn1-c1ccc(C(=O)Nc2ccc(-c3ccccc3)cc2)cc1	-5	-8	-11
O=C(CC(c1ccccc1)c1ccccc1O)N1CCNCC1 (stereo not given)	.	-8	13
CCN(C)c1nc(-c2ccccc2)nc2c1CN(C(=O)Nc1ccccc1OC)CC2	1	1	-3
COc1ccc(NC(=O)C2CSCN2C(=O)c2cccc3c2OCO3)cc1 (stereo not given)	-12	-5	1
N#Cc1ccc(C2=CSC3=NS(=O)(=O)CCN23)cc1	.	-6	11
C/C=C/C=C/C(=O)NCCCOc1cccc([N+](=O)[O-])c1	0	0	-7
CCOC(=O)c1nn(-c2ccc(F)cc2)c(=O)c2c(NC(=O)C(C)Oc3ccccc3)scc12 (stereo not given)	-7	-7	6
CCOc1ccc(-c2cc(C(=O)N3CCCC3c3cccnc3)c3ccccc3n2)cc1 (stereo not given)	0	-2	-5
COCCOc1nc(-c2cccc(F)c2)n(-c2cccc(NC(=O)c3cccc([N+](=O)[O-])c3)c2)n1	-3	-3	-5
N#Cc1c(Nc2ccccc2)ccnc1SCc1ccccc1	.	-3	4
Cc1cc(C)c2c(C(=O)NCC3CCN(C)C3)cc(C)nc2c1 (stereo not given)	-16	-4	3
CCOC(=O)CC(=O)CSc1ccc2nnc(-c3ccc(OC)c(OC)c3)n2n1	-3	-2	-1
CCOC(=O)c1ccc(NC(=O)N2CCN(CC(OCc3ccc(C(F)(F)F)cc3)c3ccc(Cl)cc3)CC2)cc1 (stereo not given)	-7	-1	31
COCCC1(C(=O)O)CCCN(c2ncnc3ccsc23)C1 (stereo not given)	-8	-1	0
CC(c1cccnc1)N(C)C(=O)c1ccc(Cn2ccnc2)o1 (stereo not given)	.	-7	22
O=C(N[C@@H]1CCCCC1NC(=O)C1CCCN(C(=O)C2C[C@H]2c2ccccc2)C1)c1ccccc1 (stereo not given in full)	-10	-5	.
COC(=O)CCC(=O)NCc1ccc(-c2ncc(-c3cc(OC)ccc3OC)[nH]2)cc1	-2	1	15
COc1cccc(N2CC(C(=O)Nc3cc(C)nn3-c3nc4c(c(=O)[nH]3)CCC4)CC2=O)c1 (stereo not given)	-8	-12	8
COC(=O)[C@@H]1C[C@H](NC(=O)c2cc3c(s2)CCCCC3)CN1C	-13	2	.
CCN(Cc1nccn1Cc1ccc(Cl)c(Cl)c1)C(=O)C(C)C	-4	-1	10
CC(C)NC(=O)C1(C)CCN1C(=O)C1(c2ccccc2)CCCC1 (stereo not given)	-4	-7	14
COc1ccc(-n2ncc(Oc3ccc4c(c3)CCC4)c(Nc3ccc(C(=O)NC4CC4)cc3)c2=O)cc1	-5	-2	5
